tim10-1 inh = inhibits growth of tim10-1 mutant yeast. S. cerevisiae tim10-1 ts strain growth, BacTiter-Glo, 24 h. inhibition, % at 20 µM. hit rate 2.2% among 330,000. AID 463190;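 active = inhibition of at least 40%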;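 note: mutant grown at 25 °C; 0% = DMSO wells with yeast and 100% = wells holding no yeast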
NALP3 yeast inh = NALP3 inhibition in yeast; AID 2825; hit rate 0.39% among 330,000; Yeast reconstituted NLRP3/ASC/caspase-1, beta-gal luminescence, 24 h; inhibition, % at 10 µM;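 active = inhibition of 50% or more; inactive = inhibition below 50%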;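 note: plate controls were induced DMSO wells for no effect and uninduced yeast grown without galactose for full effect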
NR3A LBD binder = modulators (binders) of human NR3A ligand-binding domain | NR3A LBD differential scanning fluorimetry, Tm shift; 0% = protein alone, 100% = glycine-bound protein | Tm shift relative to glycine control, % at 25 µM | hit rate 2.5% among 340,000;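 active = melting temperature shift of at least 10% of the positive control shift, at one fixed dose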
TIM10 inh = growth inhibitors of TIM10 yeast strain; S. cerevisiae TIM10 strain growth, BacTiter-Glo luminescence, 24 h; inhibition, % at 10 µM; hit rate 1.4% among 330,000; AID 463195;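 active = inhibition of 40% or more at the single tested concentration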;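 note: wild-type TIM10 isogenic control strain grown at permissive 25 °C; 0% = DMSO yeast wells and 100% = minimal medium wells without yeast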
APJ agonist = APJ receptor agonism | P35414 | CHO-K1 APJ PathHunter beta-arrestin, luminescence; 0% DMSO wells, 100% apelin | activation, % at 20 µM | hit rate 0.11% among 330,000;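 active = activation more than six SD over the plate average, tested at 20 µM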;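 note: 0% = DMSO alone and 100% = apelin-13 at 10 nM; some results filed as inactive read as strong as hits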
Target sequence (P35414 whole entry, looked up): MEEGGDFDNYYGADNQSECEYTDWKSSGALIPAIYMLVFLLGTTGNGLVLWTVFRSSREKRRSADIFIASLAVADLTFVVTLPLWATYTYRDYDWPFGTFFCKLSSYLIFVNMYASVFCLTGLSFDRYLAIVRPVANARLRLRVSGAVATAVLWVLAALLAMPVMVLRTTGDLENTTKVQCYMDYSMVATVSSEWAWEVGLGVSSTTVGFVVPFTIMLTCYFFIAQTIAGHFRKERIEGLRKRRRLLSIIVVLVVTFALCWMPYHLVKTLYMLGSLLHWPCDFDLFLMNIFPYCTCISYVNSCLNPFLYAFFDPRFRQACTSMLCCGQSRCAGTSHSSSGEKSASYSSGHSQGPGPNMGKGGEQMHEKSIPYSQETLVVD
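Assay system: engineered CHO-K1 APJ arrestin reporter cells; Amount: 1000 CHO-K1 reporter cells seeded per well; Dosing: one dose, 20 µM compound, 1% DMSO; Times: compound stimulation 90 min at 25 °C, detection 60 min; Measured by: luminescent beta-gal fragment complementation, chemiluminescent substrate; Read-out: APJ–arrestin association signal; Controls: DMSO vs Apelin-13 10 nM.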
APJ antagonist = antagonists of human APJ apelin receptor | P35414 | CHO-K1 APJ beta-arrestin complementation, luminescence | inhibition, % at 20 µM | hit rate 0.32% among 330,000 | AID 2521;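 active = inhibition above about 40% at 20 µM, limit read from the data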;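 note: cells challenged with 10 nM apelin-13 agonist together with compound; plate controls were apelin-13 plus DMSO wells for no effect and DMSO wells lacking apelin-13 for full effect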
beta cell repl = MIN6 beta-cell proliferation induction; MIN6 cells proliferation, ATPlite luminescence, 48 h; cells starved in 0.2% serum; 100% = growth in 10% serum; AID 2380; hit rate 0.29% among 330,000; proliferation, % at 10 µM;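 active = compounds whose signal lies at least 3.5 SD above the mean of all wells on their plate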;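 note: 0% = DMSO-treated cells in low-serum medium and 100% = 10% serum control; some compounds called inactive have numbers as strong as hits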
tim23-1 inh = growth inhibitors of tim23-1 mutant yeast; S. cerevisiae tim23-1 growth, BacTiter-Glo luminescence, 24 h; inhibition, % at 20 µM; hit rate 1.3% among 330,000; AID 463212;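 active = growth inhibition of the mutant yeast at or above 50%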;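 note: temperature-sensitive mutant grown at 25 °C; plate controls were DMSO-treated mutant yeast for no effect and medium wells lacking yeast for full effect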
MPTP inh = inhibitors of mitochondrial permeability transition pore; isolated mouse mitochondria, Ca2+ swelling absorbance, 30 min; inhibition, % at 10 µM; AID 602449; hit rate 1.4% among 360,000;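 active = inhibition of 50% or more, scaled per plate between neutral and stimulator controls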;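 note: 0% = DMSO wells given calcium and 100% = 1 mM EGTA wells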
* = called active by the depositor; nt = not tested or not shown. Compounds as they come. About 7.2% of those tested had a hit in this group.

SMILES	tim23-1 inh	TIM10 inh	APJ antagonist	NR3A LBD binder	APJ agonist	tim10-1 inh	NALP3 yeast inh	beta cell repl	MPTP inh
CCCCCOC(=O)CC(C(=O)OCCCCC)N1CCCCC1 (stereo not drawn)	22	5	-5	2	-5	22	1	4	1.9
C[C@H](CO)N1C[C@H](C)[C@@H](CN(C)S(=O)(=O)c2cn(C)cn2)Oc2c(NC(=O)Nc3ccc4c(c3)OCO4)cccc2C1=O	10	2	-6	-2	-4	14	4	0	0.2
C=CCNC(=O)CSCc1ccc(Br)cc1	21	-9	9	-3	0	-7	14	-2	-1.8
COc1ccc(NC(=O)CSc2nnc(-c3cccnc3)s2)cc1	5	-8	-33	-2	3	14	26	2	-0.8
CCC1CCCCN1S(=O)(=O)c1ccc(NC(=O)c2ccncc2)cc1 (stereo not drawn)	79*	24	-20	4	7	32	-5	-6	75*
Cc1cc(C(=O)COC(=O)c2ccc(O)cc2)c(C)n1CC1COc2ccccc2O1 (stereo not drawn)	28	3	7	7	-3	14	1	-6	3.4
CC(C(=O)N1CCc2ccccc21)N(C)CC(=O)Nc1ccccc1Cl (stereo not drawn)	33	10	1	0	-4	8	10	2	-2.1
O=C(CN1C(=O)c2cccc3cccc1c23)NC1CCCCC1	5	14	-2	0	-2	1	-7	1	-0.2
Cc1ccc(C)c(OCc2cc(C(=O)N3CCN(c4cnccn4)CC3)no2)c1	24	11	-1	4	-2	34	26	-3	-0.1
CCOC(=O)C1=C(COC(=O)C2CC(=O)N(c3ccccc3F)C2)NC(=O)NC1C (stereo not drawn)	12	-3	-2	0	-6	22	10	-6	-1.0
CC(C)NC(=O)CN(Cc1ccc2c(c1)OCO2)C(=O)CCC(=O)Nc1ccccn1	14	-2	-3	-2	-4	1	9	-2	-0.9
COc1cccc(C(=O)NCC(=O)n2nc(C)cc2C)c1	4	-8	12	1	-1	13	3	1	5.9
Cn1c(=S)n(/N=C/c2cccs2)c2ccccc21	32	31	16	1	-4	21	5	-1	-3.0
COCCn1ccc2c(OCC(=O)Nc3ccccc3OC)cccc2c1=O	23	11	2	0	3	23	29	5	-0.1
Cc1ccccc1C(=O)NCC(=O)N1CCN(C/C=C/c2ccccc2)CC1	7	4	8	-2	-2	0	9	-2	-0.9
CC(OC(=O)c1ccncc1)C(=O)Nc1cc(S(=O)(=O)N2CCCCC2)ccc1Cl (stereo not drawn)	15	-1	24	-1	1	-7	8	0	-11
Cc1ccc(Cn2c(C)cc3c(c2=O)C(c2cccs2)C(C#N)=C(N)O3)cc1 (stereo not drawn)	-18	-28	-15	0	-5	-9	-5	-1	0.9
Cc1ccc(CNC(=O)CCCn2nc(C)c3c(C)n(-c4ccccc4)nc3c2=O)cc1	15	9	-2	1	-2	19	-7	-1	-0.6
N#C/C(=N\Nc1ccc(F)cc1)C(=O)C1CC1	17	-4	5	0	-5	22	4	1	12
Cc1cccc(CSc2nnc(NC(=O)CSc3nnc(C)s3)s2)c1	11	2	-7	-1	-4	18	21	0	1.1

In the list so far, 2 have a Cl atom.
SMILES	tim23-1 inh	TIM10 inh	APJ antagonist	NR3A LBD binder	APJ agonist	tim10-1 inh	NALP3 yeast inh	beta cell repl	MPTP inh
CC(C(=O)N1CCc2ccccc21)N(C)CC(=O)Nc1ccccc1Cl (stereo not drawn)	33	10	1	0	-4	8	10	2	-2.1
CC(OC(=O)c1ccncc1)C(=O)Nc1cc(S(=O)(=O)N2CCCCC2)ccc1Cl (stereo not drawn)	15	-1	24	-1	1	-7	8	0	-11

Other compounds.
SMILES	tim23-1 inh	TIM10 inh	APJ antagonist	NR3A LBD binder	APJ agonist	tim10-1 inh	NALP3 yeast inh	beta cell repl	MPTP inh
CCN(CC(=O)Nc1c(F)cccc1F)C(=O)Cn1[nH]c(=O)c2ccccc2c1=O	10	8	20	1	-7	2	5	11*	1.4
CCOc1ccc(-c2noc(CCC(=O)O)n2)cc1	-8	9	-33	-1	-4	-5	16	-4	-0.8
CN1c2ccccc2C(=O)/C(=C\Nc2ncccn2)S1(=O)=O	17	18	-3	1	-5	12	16	0	0.7
CC1=CC(C)(C)N(S(=O)(=O)c2ccc(F)cc2)c2ccc(C)cc21	44	30	20	-3	-6	19	10	-4	3.0
COc1ccc(C(=O)NNC(=O)CCn2nnc(-c3ccc(C)cc3)n2)cc1OC	19	-8	4	-1	0	-25	10	-5	-0.7
O=[N+]([O-])c1cc([N+](=O)[O-])c2cccnc2c1O	-20	-10	25	nt	-5	10	5	-1	nt
CCN(CC)c1ccc2ccc(=O)oc2c1	26	12	-10	-1	-1	-1	5	-1	-1.6
Cc1ccc(OCCC(=O)NNC(=O)c2ccc(Br)cc2)cc1	10	-8	5	1	-3	5	14	-2	-0.1
COc1ccc2c(c1)c(=O)c(C(=O)c1ccc(F)cc1)cn2CC(=O)Nc1ccc(F)cc1	-8	-12	15	-1	-4	5	4	0	0.2
Cc1ccc(C(=O)NCCSC(C)(C)C)cc1	20	-13	9	0	-3	7	15	-3	4.6
C#CC(C)(C)NC(=O)c1cnc(-c2ccccc2)nc1-c1ccccc1	38	29	16	0	-4	19	6	2	1.1
O=C(NCCc1ccccc1F)C1CCC(=O)N(CCCN2CCCC2=O)C1 (stereo not drawn)	-6	-10	13	-2	1	-4	10	-1	0.4
CC(C)Oc1ccc(S(=O)(=O)N2CCOCC2)cc1NC(=O)Cc1ccsc1	15	10	0	-1	0	8	0	1	0.8
Clc1nc(-c2ccccn2)nc2scc(-c3ccccc3)c12	52*	50*	16	24*	2	18	31	-4	0.8
CCOC(=O)c1c(NC(=O)COC(=O)CNC(=O)c2ccc(Cl)cc2Cl)sc(C(=O)N(C)C)c1C	2	9	-63	2	1	24	3	-2	-1.0
COc1ccc(-c2cc(-c3ccc(N)cc3)nc(N)c2C#N)cc1OC	47	41*	-20	-5	1	16	2	-2	2.8
Fc1cccc(CN2CCSCC2)c1	4	-1	11	-1	-3	1	14	0	1.1
O=C(Nc1ccc(S(=O)(=O)N2CCCC2)cc1)c1ccc([N+](=O)[O-])cc1	-4	-8	-32	27*	6	1	19	0	-1.5
Cc1csc(NC(=O)C2CCN(S(=O)(=O)c3ccccc3F)CC2)n1	15	13	-27	1	-5	21	8	0	2.1
CCCN(CCC)CCCNC(=O)C1CCN(S(=O)(=O)c2cccc3nsnc23)CC1	-13	-2	18	1	2	-11	9	-4	-0.8

Single records, from the list above. Screens in order: tim23-1 inh	TIM10 inh	APJ antagonist	NR3A LBD binder	APJ agonist	tim10-1 inh	NALP3 yeast inh	beta cell repl	MPTP inh
Cc1ccc(OCCC(=O)NNC(=O)c2ccc(Br)cc2)cc1 across the screens: 10	-8	5	1	-3	5	14	-2	-0.1
CCOC(=O)c1c(NC(=O)COC(=O)CNC(=O)c2ccc(Cl)cc2Cl)sc(C(=O)N(C)C)c1C across the screens: 2	9	-63	2	1	24	3	-2	-1.0

Entries listed so far printed as active in MPTP inh.
SMILES,APJ antagonist,NR3A LBD binder,tim10-1 inh,NALP3 yeast inh,MPTP inh
CCC1CCCCN1S(=O)(=O)c1ccc(NC(=O)c2ccncc2)cc1 (stereo not drawn),-20,4,32,-5,75*

Other structures.
SMILES	tim23-1 inh	TIM10 inh	APJ antagonist	NR3A LBD binder	APJ agonist	tim10-1 inh	NALP3 yeast inh	beta cell repl	MPTP inh
C/C(=N\N(c1ccccc1)c1ccccc1)c1ccc(O)cc1	54*	20	11	-2	-3	-6	16	-4	3.4
CC(C)(CNC(=O)c1ccccc1NS(C)(=O)=O)N1CCCCC1	3	15	24	-1	-4	-5	8	-3	-0.2
COCCNC(=S)N(CCO)Cc1cc2cc3c(cc2[nH]c1=O)OCCO3	6	4	-3	-1	0	-3	7	-4	-0.9
O=C(Nc1ccc(Br)cn1)c1ccc2nccnc2c1	-9	8	9	-1	0	-9	21	-1	-1.6
CCCc1nnc(NC(=O)CCC(=O)NCc2ccccc2Cl)s1	-6	-3	2	0	2	-18	-4	-4	-1.5
Cc1ccc2nc(/C=C/c3cccc(F)c3)ccc2c1	4	14	2	-30	-4	5	15	-3	0.8
Cn1c(=O)c(NC2CCCCC2)c2c3c(cccc31)C(=O)c1ccccc1-2	15	6	-14	-6	0	28	12	-5	-0.1
CCCCN(C(=O)C1CCN(C(=O)c2ccccc2C)CC1)c1c(N)n(CCC)c(=O)[nH]c1=O	4	1	19	-2	1	-11	7	2	-0.5
COC(=O)c1ccccc1NS(=O)(=O)c1cn(C)c(=O)n(C)c1=O	16	0	2	-2	0	5	-6	8	-1.1
O=C(CSc1nnc(CNC(=O)c2cccs2)o1)Nc1ccc2c(c1)OCO2	-3	-7	2	10	-3	13	-12	1	0.6
CCCCN(CC)CCCNC(=S)Nc1ccc2nc(N3CCN(C)CC3)cc(C)c2c1	-14	-12	1	1	-3	5	-2	-7	2.0
COc1ccc(OC)c(/C=N/n2c(-c3n[nH]c4c3CCC4)n[nH]c2=S)c1	17	26	-2	14*	-3	15	16	1	0.7
CCCn1c(=O)c2ccccc2n2c(SCC(N)=O)nnc12	15	-5	22	-3	-3	9	3	0	2.5

Sorted by the number under MPTP inh (falling): 3 of the compounds above.
mol	MPTP inh
COc1ccc2c(c1)c(=O)c(C(=O)c1ccc(F)cc1)cn2CC(=O)Nc1ccc(F)cc1	0.2
CCCCN(C(=O)C1CCN(C(=O)c2ccccc2C)CC1)c1c(N)n(CCC)c(=O)[nH]c1=O	-0.5
COCCNC(=S)N(CCO)Cc1cc2cc3c(cc2[nH]c1=O)OCCO3	-0.9
